EBV LMP1 NFkB = reduces LMP1-driven NF-kappaB luciferase signal. 350,000 compounds, 0.69% hits. LMP1-induced NF-kappaB luciferase reporter cells, luminescence. inhibition, % at 12.5 µM. AID 504558; in the data active means inhibition above about 41%; inconclusive means no clear call, values can overlap the other calls;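 further: 0% = neutral control wells and 100% = reference inhibitor control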
NOD2-RIPK2 inh = blocks binding of human NOD2 to RIPK2; 360,000 compounds, 0.38% hits; O43353; inhibition, % at 4.98 µM; CHO BLA complementation NOD2-RIPK2, CCF4 ratio; AID 624267; in the data active means inhibition above about 21%;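 further: 0% = vehicle only and 100% = reference blocker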
Target sequence (O43353 whole entry, looked up): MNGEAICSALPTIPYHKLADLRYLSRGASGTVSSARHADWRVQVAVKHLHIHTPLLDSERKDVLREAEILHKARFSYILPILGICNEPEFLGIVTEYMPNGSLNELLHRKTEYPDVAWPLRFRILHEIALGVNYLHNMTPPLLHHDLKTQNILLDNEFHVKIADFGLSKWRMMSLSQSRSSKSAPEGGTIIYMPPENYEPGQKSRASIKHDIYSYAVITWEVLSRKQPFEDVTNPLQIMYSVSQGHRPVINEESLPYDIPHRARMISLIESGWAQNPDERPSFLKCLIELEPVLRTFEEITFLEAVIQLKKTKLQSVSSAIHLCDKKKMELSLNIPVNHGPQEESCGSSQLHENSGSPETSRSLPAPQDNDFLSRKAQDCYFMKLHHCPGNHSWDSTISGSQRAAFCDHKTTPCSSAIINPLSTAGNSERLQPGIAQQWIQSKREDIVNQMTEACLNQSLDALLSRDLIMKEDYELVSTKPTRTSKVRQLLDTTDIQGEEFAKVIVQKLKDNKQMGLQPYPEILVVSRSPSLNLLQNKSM
NR5A2 inv ag = NR5A2 inverse agonism in reporter assay | O00482 | HEK293T StAR-luciferase reporter, LRH-1 transfected, 24 h | inhibition, % at 3.6 µM | 360,000 compounds, 0.13% hits | AID 602396;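 active means inhibition above the mean inhibition of all tested compounds plus 3 SD, cut at about 73% in these data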;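 further: 0% = DMSO wells and 100% = reporter-only cells lacking LRH-1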
Target sequence (O00482 whole entry, looked up): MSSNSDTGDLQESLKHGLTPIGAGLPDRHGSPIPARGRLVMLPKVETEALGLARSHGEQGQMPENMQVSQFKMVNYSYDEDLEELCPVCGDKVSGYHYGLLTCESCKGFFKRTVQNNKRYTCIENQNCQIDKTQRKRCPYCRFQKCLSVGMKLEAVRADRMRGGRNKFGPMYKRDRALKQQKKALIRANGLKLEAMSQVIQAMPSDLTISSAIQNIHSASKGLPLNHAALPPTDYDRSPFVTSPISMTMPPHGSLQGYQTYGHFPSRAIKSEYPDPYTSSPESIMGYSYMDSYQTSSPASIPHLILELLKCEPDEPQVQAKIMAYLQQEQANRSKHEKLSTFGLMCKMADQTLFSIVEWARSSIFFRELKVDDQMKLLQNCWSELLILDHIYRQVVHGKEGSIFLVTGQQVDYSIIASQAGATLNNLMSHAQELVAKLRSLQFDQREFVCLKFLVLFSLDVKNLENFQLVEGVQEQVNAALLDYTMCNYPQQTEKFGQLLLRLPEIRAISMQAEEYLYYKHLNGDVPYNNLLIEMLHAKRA
SRC3 inh = inhibitors of human steroid receptor coactivator 3 (SRC3). Q9Y6Q9. 360,000 compounds, 0.17% hits. AID 588352. HEK293 GAL4-SRC3 luciferase reporter, luminescence. inhibition, % at 3.6 µM;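 active means inhibition above a per-campaign cutoff, the mean of all compounds plus 3 SD, cut at about 60% in these data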;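 further: 0% = DMSO-treated cells and 100% = gossypol-treated cells at 36 µM; higher means less SRC3-driven luciferase light from the GAL4 reporter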
TRAIL sens C8 = sensitizes caspase-8 expressing cells to TRAIL. NB7+C8 cells + TRAIL, ATPlite viability luminescence. inhibition (viability loss, TRAIL sensitization), % at 10 µM. 360,000 compounds, 1% hits. AID 624354;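 active means compounds causing at least 50% loss of cell viability in the single-dose screen, relative to plate controls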
Vif inh = inhibitors of HIV Vif | HEK293T cells, Vif self-association by quenched fluorescence, imaging, 24 h | inhibition, % at 7.49 µM | 340,000 compounds, 0.35% hits | AID 602346; in the data active means inhibition above about 50%, passing the limit was not always enough; inconclusive means no clear call, values can overlap the other calls; inactive means below about 31%; further: some results filed as inactive read as strong as hits
COUP-TFII inh = blocks human COUP-TFII nuclear receptor; P24468; HEK293T NGFI-A luciferase reporter, luminescence; inhibition, % at 8.6 µM; 370,000 compounds, 0.7% hits;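 active means inhibition above a per-plate cutoff, mean inhibition of test wells between control levels plus 3 SD, cut at about 38% in these data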;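 further: cells cotransfected with COUP-TFII expression vector driving the NGFI-A reporter; 0% = median of COUP-TF2 test wells and 100% = reporter-only cells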
TROY NFkB inh = blocks TROY-dependent signaling in reporter cells; Q293 LMP1-TROYcd NF-kB luciferase reporter, 4 h; inhibition, % at 10 µM; 360,000 compounds, 0.98% hits;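 active means compounds whose plate-normalised and pattern-corrected inhibition of the luciferase reporter signal at the single screening dose is 50% or more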
NCOA1 inh = inhibitors of human steroid receptor coactivator 1 (SRC1); Q15788; AID 588354; HEK293 GAL4-SRC1 luciferase reporter, luminescence; inhibition, % at 3.6 µM; 360,000 compounds, 0.12% hits;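 active means inhibition above the campaign mean plus 3 SD, with each screening campaign given its own cutoff, cut at about 60% in these data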;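 further: 0% = DMSO treated cells and 100% = gossypol at 36 µM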
NCOA2 inhibitor = inhibits human steroid receptor coactivator 2; HEK293 GAL4-SRC2 luciferase reporter, luminescence; inhibition, % at 9 µM; AID 651957; 370,000 compounds, 0.17% hits;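 active means inhibition above the mean inhibition of all tested compounds plus 3 SD, set per campaign, cut at about 52% in these data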;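 further: 0% = DMSO treated cells and 100% = cells given Gossypol at 36 µM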
TLR9-MyD88 inh = inhibitors of human TLR9-MyD88 binding; Q9NR96+Q99836; AID 504734; CHO BLA complementation TLR9-MyD88, CCF4 FRET ratio; inhibition, % at 4.98 µM; 340,000 compounds, 0.21% hits;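 active means inhibition above the mean over all tested compounds plus 3 SD, cut at about 21% in these data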;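 further: 0% = DMSO only wells and 100% = clavulanate BLA inhibitor control wells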
An asterisk follows results filed as active; ? = inconclusive; . = not tested or not shown. An excerpt (hit frequency here may not be typical).

structure	EBV LMP1 NFkB	NOD2-RIPK2 inh	NR5A2 inv ag	SRC3 inh	TRAIL sens C8	Vif inh	COUP-TFII inh	TROY NFkB inh	NCOA1 inh	NCOA2 inhibitor	TLR9-MyD88 inh
O=C1c2oc3ccccc3c(=O)c2C(c2cccc(O)c2)N1CCCN1CCOCC1 (stereo not drawn)	8	3	-23	-33	1	11	1	-13	0	-28	3
Cc1nccn1-c1ncnc2sc3c(c12)CCCC3	3	2	-2	11	8	21	-1	15	5	1	-11
CC1(C(=O)O)CCC(C(=O)NC2CCCCCC2)C1(C)C (stereo not drawn)	0	-12	-10	-15	10	3	4	4	5	12	10
CCCNc1nc(C)c(C(C)=O)cc1C#N	0	-2	2	18	11	1	10	10	-168	-13	6
O=C(NC(Cc1c[nH]c2ccccc12)C(=O)Nc1ccc(OC(F)(F)F)cc1)c1cccs1 (stereo not drawn)	15	1	-38	-77	33	-11	-37	43	-7	-2	-2
CCc1nc2ccc(C(=O)NCC3CCCCC3)cn2c1N(C)Cc1ccc(OC)cc1	.	-3	-40	17	5	-8	9	4	10	-1	.
O=C1CCCN1CCCNc1nc2c(S(=O)(=O)c3ccccc3)nnn2c2ccc(Cl)cc12	36	0	-26	11	-8	-10	1	37	-6	16	-1
CNC(=O)NC(=O)COc1ccc2oc3c(c2c1)CCCC3	-3	5	-46	-23	0	6	-28	-19	-33	-53	-4
CCCn1c(NC(=O)c2ccc(Br)cc2)nc2ccccc21	12	-10	-18	-2	16	-18	3	-52	2	-41	0
O=C1CCc2cc(S(=O)(=O)NCCC(=O)NC3CCN(Cc4ccccc4)CC3)ccc2N1	9	-6	10	10	11	32	13	10	-6	-3	1
COc1ccccc1NC(=O)C1=C(C)NC(=O)NC1c1cc(C)cs1 (stereo not drawn)	-11	0	-6	-8	-3	-3	-12	7	-29	-21	5
CN(C)CCCNC(=S)N(CCCN(C)C)Cc1cc2cc3c(cc2[nH]c1=O)OCO3	-2	8	3	6	-7	4	-13	-25	-11	-19	0
Cc1ccc(S(=O)(=O)N2C[C@H]3[C@H]4C(=O)N(C5CCCCC5)C(=O)[C@H]4CC(=O)[C@H]3[C@@H]2c2ccccc2Cl)cc1	.	-4	8	-6	5	.	6	1	14	9	.
Cn1cccc1/C=N/NC(=O)c1cc(-c2cccs2)nc2ccccc12	15	-2	27	3	-13	.	12	-1	-5	9	-13
Cc1ccc(-c2nn(-c3ccccc3)cc2C(=O)OCC(=O)Nc2ncc(Cl)cc2Cl)cc1	0	-1	-6	14	-3	9	2	2	12	-41	-13
O=C(CN(C(=O)CCC(=O)Nc1nccs1)c1ccc(F)cc1)NCc1ccc2c(c1)OCO2	-2	-6	-10	4	-10	1	-2	-18	-5	6	-4
CCC(C)c1ccc(S(=O)(=O)N2CCN(CC(O)CN3CCOCC3)CC2)cc1 (stereo not drawn)	-3	4	7	2	5	-2	-10	11	9	-45	-1
Cc1ccc2nc(-c3ccncc3)c(Nc3ccccc3)n2c1	-31	-5	-1	-13	4	7	-14	8	-9	3	-9
COc1ccc(-c2ccc3c(c2)c(-c2cccs2)c(-c2cc(OC)cc(OC)c2)n3C)cc1	-10	-6	7	12	5	0	-61	-27	3	13	-3
CCC(C)[C@@H](N)C(=O)N/N=C/c1ccc2ncccc2c1 (stereo partly drawn)	-12	-5	-3	12	-6	-2	9	-5	-1	-29	-5
COc1ccc(OC)c(/C=N/NC(=O)CC2C(=O)NN=C2C)c1 (stereo not drawn)	-1	-2	4	9	-7	-1	-6	7	3	6	1
COc1cccc(C2C(C(=O)/C=C/c3ccco3)=C(O)C(=O)N2CCN2CCOCC2)c1 (stereo not drawn)	4	1	1	16	7	-9	6	1	-1	-9	0
CCCS(=O)(=O)N1CCN(Cc2c[nH]c3ccccc23)CC1	4	-8	6	-1	5	31	0	-10	-12	14	13
COc1ccccc1S(=O)(=O)CC(O)COc1ccc(F)cc1Cl (stereo not drawn)	-9	-1	28	19	0	1	-18	-15	-2	-5	15
COc1ccc(C(=O)NCC(=O)NCC(=O)OCC(=O)c2cccs2)cc1	-5	6	10	3	-1	3	-8	3	-1	-7	-3
O=C1CS/C(=N/N=C2C3CC4CC(C3)CC2C4)N1	-10	8	-48	-28	5	3	-10	-20	-34	-17	2
Cn1cc(C(=O)Nc2ccccn2)c(=O)c2ccccc21	.	-3	-18	-45	9	-9	-13	-75	-20	-34	-5
CC(=O)Nc1ccc(NC(=O)CN(c2ccc([N+](=O)[O-])cc2)S(=O)(=O)c2ccccc2)cc1	-11	-5	-5	5	4	-5	2	6	-2	0	-6
CC1CCCC(C(=O)OCc2ccccc2)N1 (stereo not drawn)	1	9	8	-22	-2	31	-35	-9	-11	-20	-3
Cn1nc(C(=O)Nc2ccccc2N2CCOCC2)ccc1=O	-5	-10	-20	12	-8	-3	-13	0	-4	-5	2
CCOC(=O)c1sc(=S)n(C)c1C	-6	-1	6	0	-15	8	-14	12	4	-17	0
O=C(CCC1CCN(C(=O)Cc2c(F)cccc2F)CC1)NC1CC1	9	4	1	5	0	10	2	5	12	-6	-9
O=C1c2ccccc2S(=O)(=O)N1Cc1cccc(S(=O)(=O)N2CCOCC2)c1	-10	-9	2	5	2	?	-3	1	-1	-15	-14
N#CC1=C2SCN(Cc3ccco3)CN2C(=O)CC1c1ccccc1F (stereo not drawn)	6	5	23	15	-8	-1	.	-2	-1	.	-1
OCc1ccccc1OCCOc1ccc(Cl)c2cccnc12	-2	-8	-88	-26	0	-2	-15	-19	-48	-34	6
CC(C)CCN1NC2(CCCC(C)C2)NC1=S (stereo not drawn)	8	-6	1	-2	-4	.	-14	-11	2	-23	.
Cc1ccc(S(=O)(=O)N2CCC(C(=O)Nc3ccccc3N3CCCCC3)CC2)cc1C	-4	-1	-15	0	-3	.	-20	-12	13	-8	-10
Cn1c(N)c(N2CCCCC2)c(=O)n(CC(=O)Nc2ccc(Cl)c(Cl)c2)c1=O	1	4	3	9	-5	-9	4	4	20	22	-1
CC(C)c1ccc(N(CC(=O)NCc2ccco2)C(=O)CCC(=O)Nc2nccs2)cc1	2	-10	8	11	-4	-3	3	-24	-54	-25	-7
COc1cccc(S(=O)(=O)N(C)C[C@H]2OCc3cn(nn3)CCCC(=O)N([C@@H](C)CO)C[C@@H]2C)c1	.	-18	-8	19	-1	.	-8	2	0	1	.
Nn1c(COc2ccccc2F)nnc1SCC(=O)NC1CCCCC1	4	-3	4	8	5	4	9	-38	-10	-12	-6
O=C(/C=C/c1ccc(OC(F)F)cc1)Nc1cccc(S(=O)(=O)N2CCOCC2)c1	-2	3	1	14	22	-8	26	19	-25	-15	11
COc1ccc(OC)c(NC(=O)COC(=O)C2CCN(C(=O)c3ccc(Cl)cc3)CC2)c1	1	-10	-9	16	3	-3	14	22	14	-2	-6
CC1(C(=O)Nc2ccc3ccccc3c2)CCC(=O)N1C1CCN(Cc2ccccc2)CC1 (stereo not drawn)	.	2	-1	3	2	.	10	16	8	2	.
COc1cc(S(=O)(=O)N2CCOCC2)ccc1NC(=O)COC(=O)c1cc(OC)c(OC)c(OC)c1	-1	-4	18	7	-3	9	0	-15	-13	-28	-7
CCOC(=O)c1c(CC(C)C)csc1NC(=O)C(C)C	-3	6	6	7	0	11	-17	29	1	3	-5
CC(=O)CC(=O)Nc1ccc(Nc2ccccc2)cc1	-12	-3	-12	15	-1	-1	-9	-14	-10	-5	-8
N/C(=N\OC(=O)CCC1CCCCC1)c1cccc([N+](=O)[O-])c1	-1	-6	-18	-14	-19	1	.	-75	0	.	-7
Cc1ccc(S(=O)(=O)CCC(=O)OCC(=O)c2c[nH]c3ccccc23)cc1	-6	-9	8	16	-5	-2	-3	-2	-4	26	0
COCCNC(=O)CS(=O)Cc1nc(-c2ccc(Cl)cc2)oc1C (stereo not drawn)	1	-10	10	-14	-5	0	17	2	3	3	-1
COc1ccc(/C=N/n2c(-c3n[nH]c4c3CCC4)n[nH]c2=S)c(OC)c1OC	4	-1	14	19	-1	8	-2	1	16	-6	2
COc1cccc(OC)c1C(=O)NC(=S)NCc1ccco1	1	-3	23	28	1	9	-7	-3	6	-16	0
Cc1ccnc(NC(=O)CS(=O)(=O)Cc2ccccc2)c1	3	-3	8	2	6	.	13	-6	-6	-16	-3
CCC(=O)Oc1oc(-c2ccccc2)nc1C=Nc1ccc(C)cc1	2	-6	12	19	13	-4	6	72*	-5	-1	4
COC(=O)Cn1c(O)c(N=NC(=O)CNC(=O)c2ccc3c(c2)OCCO3)c2ccccc21	-6	7	-3	-3	-15	-7	10	-22	12	-5	-8
COC(=O)c1cnc(SCc2ccc([N+](=O)[O-])cc2)n1C	.	-1	-3	16	-18	0	3	-18	4	2	.
CN(C)c1ncc(C(=O)O)cn1	-3	-7	11	-3	2	-1	16	-11	0	-24	-5
CC1=C(C(=O)Nc2cccc(C(=O)NCC(C)c3ccccc3)c2)SCCO1 (stereo not drawn)	-2	-3	-29	-26	20	10	-7	-30	6	-15	8
CN(c1ccccc1)S(=O)(=O)c1ccc2c(c1)OCCO2	1	-13	-14	-20	2	-3	-3	4	-11	20	-3
COC(=O)Cn1c(=NC(=O)CSCC(=O)Nc2cc(C)on2)sc2ccccc21	-3	-2	12	4	9	9	0	17	-5	25	13

New compounds follow
structure	EBV LMP1 NFkB	NOD2-RIPK2 inh	NR5A2 inv ag	SRC3 inh	TRAIL sens C8	Vif inh	COUP-TFII inh	TROY NFkB inh	NCOA1 inh	NCOA2 inhibitor	TLR9-MyD88 inh
COc1ccc(CCNC(=O)c2ccc(CN3CCOCC3)cc2)cc1	9	5	6	16	0	20	-17	15	-8	10	2
CCc1ccc2nc(NC(=O)c3cc(C)on3)sc2c1	-5	4	-133	-40	34	-5	-48	-27	-81	-95	-5
Cc1ccc(N(CC(=O)N2CCN(c3ccccc3F)CC2)S(=O)(=O)c2c(C)noc2C)cc1	-4	-4	-18	7	-15	13	-7	-7	-4	12	-1
Cc1ccc(C(=O)NC(=S)Nc2ccc(N3CCOCC3)cc2)cc1	2	-1	-20	1	11	15	-1	-24	-2	-15	-9
CCC(C)(C(=O)NC1CCCCC1)N(C)C(=O)c1ccc2c(c1)OCO2 (stereo not drawn)	0	-5	11	6	-9	0	5	4	-8	-12	14
O=C1NCCN(Cc2c(F)cccc2Cl)C1CC(=O)N1CCCO1 (stereo not drawn)	-10	-8	-6	-3	-4	-2	-26	-6	-18	1	7
Cc1cc(C)c(C(=O)OCC(=O)Nc2cccc(S(=O)(=O)N3CCCCC3)c2)c(C)c1	7	5	-8	10	3	-26	10	30	-7	12	1
